Source: PubChem BioAssay (several laboratories)
SARS 3CLpro inh: SARS-CoV 3CLpro protease inhibition; P0C6X7; inhibition, % at 6 µM; actives 0.14% (n = 290,000); recombinant SARS-CoV 3CLpro, quenched FRET peptide cleavage; in the data active = inhibition above about 12%
CCHF vOTU inh: blocks the CCHF virus ovarian tumor domain protease; CCHFV vOTU protease, Pep-AMC fluorescence; inhibition, % at 11.5 µM; actives 0.55% (n = 370,000); in the data active = inhibition above about 30%; note: 0% = vehicle wells with enzyme and 100% = no enzyme wells
BoNT-F LC inh: inhibitors of Botulinum neurotoxin F light chain protease | Multiplex microsphere protease cleavage assay, flow cytometry | inhibition, % at 10 µM | actives 0.22% (n = 360,000) | AID 588497; in the data active = inhibition above about 35%, passing the limit was not always enough; inconclusive = no clear call, values can overlap the other calls; note: plate controls were buffer without enzyme for full effect and enzyme alone for no effect
MazEF act: increases E. coli MazEF RNase cleavage of RNA. P0AE70. FAM/BHQ RNA-DNA oligo cleavage fluorescence, 5 h. activation, % at 20 µM. actives 0.32% (n = 350,000). AID 504720; in the data active = activation above about 50%
Target sequence (P0AE70 whole entry, looked up): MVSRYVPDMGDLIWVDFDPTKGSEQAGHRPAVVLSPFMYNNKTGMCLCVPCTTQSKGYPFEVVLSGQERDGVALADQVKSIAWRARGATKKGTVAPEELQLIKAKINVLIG
PrPC TRFRET: reduces human prion protein on the cell surface; actives 0.43% (n = 370,000); cell surface PrPC, TR-FRET read-out; inhibition, % at 13.8 µM; P04156; AID 720596; in the data active = inhibition above about 24%; note: 0% = median of the test wells and 100% = reference compound wells
BoNT A protease: blocks Botulinum neurotoxin A light chain protease. multiplex microsphere protease substrate cleavage, flow cytometry. inhibition, % at 10 µM. actives 0.17% (n = 360,000). AID 588499; note: plate controls were buffer without enzyme for full effect and enzyme alone for no effect
Anthrax LF prot: blocks Bacillus anthracis lethal factor protease | multiplex microsphere protease cleavage assay, LF | inhibition, % at 10 µM | actives 0.12% (n = 360,000); note: plate controls were buffer without enzyme for full effect and enzyme alone for no effect
Rv3671c protease: Rv3671c (M. tuberculosis) protease inhibition; inhibition, % at 5.96 µM; AID 2606; actives 0.048% (n = 320,000); in the data active = inhibition above about 38%;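 note: extracellular domain of Rv3671c used as enzyme; 0% = enzyme with DMSO and 100% = no enzyme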
Target sequence (P9WHR9 whole entry, looked up, the tested form may be a part): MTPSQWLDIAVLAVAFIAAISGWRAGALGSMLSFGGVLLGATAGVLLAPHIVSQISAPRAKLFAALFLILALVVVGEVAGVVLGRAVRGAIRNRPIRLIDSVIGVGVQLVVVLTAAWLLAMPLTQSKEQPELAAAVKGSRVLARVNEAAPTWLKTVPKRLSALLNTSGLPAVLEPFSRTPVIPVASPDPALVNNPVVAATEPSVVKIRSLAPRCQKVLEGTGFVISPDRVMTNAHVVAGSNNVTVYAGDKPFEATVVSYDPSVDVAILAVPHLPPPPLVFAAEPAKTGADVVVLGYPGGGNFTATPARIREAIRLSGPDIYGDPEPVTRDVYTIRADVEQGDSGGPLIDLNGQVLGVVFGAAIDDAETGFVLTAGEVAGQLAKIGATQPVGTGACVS
SSB-PriA inh: blocks PriA binding to SSB C-terminal tail | AID 1272365 | actives 0.6% (n = 430,000) | inhibition, % at 33 µM | AlphaScreen SSBct-PriA binding, biotinylated peptide; in the data active = inhibition mostly above about 37%, no sharp cut-off; inactive = mostly below about 20%;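 note: plate controls were negative control peptide for no effect and reference peptide for full effect; strong numbers were not always called active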
DUSP3 inh: blocks human VHR1 dual specificity phosphatase. actives 0.52% (n = 290,000). recombinant VHR phosphatase, pNPP absorbance. inhibition, % at 13.3 µM. P51452; in the data active = inhibition above about 50%; note: some compounds called inactive have numbers as strong as hits
Target sequence (P51452 whole entry, looked up): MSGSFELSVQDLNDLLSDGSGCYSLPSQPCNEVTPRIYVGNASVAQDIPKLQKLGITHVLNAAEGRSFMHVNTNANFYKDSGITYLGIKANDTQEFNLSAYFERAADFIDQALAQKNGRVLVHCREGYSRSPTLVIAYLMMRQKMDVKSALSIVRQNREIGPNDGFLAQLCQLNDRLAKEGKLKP
Numbers without * were called inactive; ? = inconclusive; . = not tested or not shown. Cut-off read from the data, not from the text of the source, unless noted: active = inhibition above about 30%; inconclusive = no clear call, values can overlap the other calls; inactive = below that. An excerpt; rates above refer to the full screens.

1) COc1ccc(CNC(=O)COc2cc3c(c4oc(=O)cc(C)c24)CCC(C)(C)O3)cc1
2) O=C1CCC([N+](=O)[O-])C(C2CC=CCC2)N1 (centres undefined)
3) Cc1ccc(CO/N=C/C2=C(Cl)c3ccccc3CC2)cc1
4) COc1ccc(C)cc1S(=O)(=O)N(CC(=O)Nc1ccc2c(c1)OCCO2)Cc1ccccc1
5) O=C(CN1CCC(NC(=O)C2CC2)CC1)Nc1cccc(F)c1
6) Cc1ccc(C(=O)N2CCCCCC2)cc1S(=O)(=O)Nc1ccccc1
7) CC1CCC(n2c(=S)[nH]c3ccccc3c2=O)CC1 (centres undefined)
8) CCC(=O)NC1(C(F)(F)F)C(=O)NC(C)=C1C#N (centres undefined)
Screen / compound no.	1	2	3	4	5	6	7	8
SARS 3CLpro inh	6	.	4	2	1	2	-7	1
CCHF vOTU inh	-25	-9	3	.	14	-2	8	-5
BoNT-F LC inh	2	-2	6	-1	6	-6	-7	-2
MazEF act	1	3	3	6	9	5	1	1
PrPC TRFRET	-4	0	3	.	-5	-1	3	-2
BoNT A protease	-0.2	0.3	0.0	0.0	-0.2	1.3	-1.2	-0.3
Anthrax LF prot	-3	-5	-2	0	-2	-2	-1	-5
Rv3671c protease	-10	3	1	6	-4	.	7	-3
SSB-PriA inh	-13	10	.	1	0	-11	-11	-10
DUSP3 inh	1	.	28	30	10	-12	2	-27

9) Cc1ccc(NC(=O)CS(=O)CC(=O)N(C2CCCC2)C(C)C(=O)NC2CCCCC2)cc1 (centres undefined)
10) COc1ccc(C(=O)N2CCN(Cc3nc(CC4CC4)no3)CC2)cc1
11) CCCCOc1ccc(N(CC(=O)NC(C)C)C(=O)CCC(=O)Nc2ccccn2)cc1
12) O=C(NC12CC3CC(CC(C3)C1)C2)C1=COCCO1
13) O=C(c1cc(F)c(F)cc1Cl)N1CCN(c2ccc([N+](=O)[O-])c3ncccc23)CC1
14) O=c1[nH]cc(Cc2ccccc2)c(=O)[nH]1
15) CC(=O)c1c(O)n(-c2cccc(Cl)c2)c(=O)[nH]c1=O (tested in a mixture with another compound)
16) Cc1cccc(Cn2nc(C(C)(C)C)cc2C(=O)N2CCOCC2)c1
Screen / compound no.	9	10	11	12	13	14	15	16
SARS 3CLpro inh	1	-6	-4	3	7	.	3	2
CCHF vOTU inh	9	-3	-2	10	-16	-8	5	20
BoNT-F LC inh	-7	-3	-6	-2	-12	0	2	-4
MazEF act	13	3	5	-2	-6	13	-25	-2
PrPC TRFRET	-10	4	1	2	-20	2	2	-8
BoNT A protease	0.4	-0.6	-2.3	-0.6	-1.4	0.2	0.0	-1.3
Anthrax LF prot	5	-3	-4	-8	-1	-4	-1	3
Rv3671c protease	-5	-6	-1	-9	-9	.	-5	-4
SSB-PriA inh	-15	-24	-10	6	-13	.	.	2
DUSP3 inh	13	9	29	21	5	.	4	10

3 structures already listed, sorted by length of the SMILES, lowest first:
15) CC(=O)c1c(O)n(-c2cccc(Cl)c2)c(=O)[nH]c1=O (tested in a mixture with another compound)
9) Cc1ccc(NC(=O)CS(=O)CC(=O)N(C2CCCC2)C(C)C(=O)NC2CCCCC2)cc1 (centres undefined)
13) O=C(c1cc(F)c(F)cc1Cl)N1CCN(c2ccc([N+](=O)[O-])c3ncccc23)CC1
Screen / compound no.	15	9	13
SARS 3CLpro inh	3	1	7
CCHF vOTU inh	5	9	-16
BoNT-F LC inh	2	-7	-12
MazEF act	-25	13	-6
PrPC TRFRET	2	-10	-20
BoNT A protease	0.0	0.4	-1.4
Anthrax LF prot	-1	5	-1
Rv3671c protease	-5	-5	-9
SSB-PriA inh	.	-15	-13
DUSP3 inh	4	13	5

Full records, quoted from the list. Order of values: SARS 3CLpro inh	CCHF vOTU inh	BoNT-F LC inh	MazEF act	PrPC TRFRET	BoNT A protease	Anthrax LF prot	Rv3671c protease	SSB-PriA inh	DUSP3 inh
CCCCOc1ccc(N(CC(=O)NC(C)C)C(=O)CCC(=O)Nc2ccccn2)cc1 reads -4	-2	-6	5	1	-2.3	-4	-1	-10	29
O=C(NC12CC3CC(CC(C3)C1)C2)C1=COCCO1 reads 3	10	-2	-2	2	-0.6	-8	-9	6	21
Cc1ccc(CO/N=C/C2=C(Cl)c3ccccc3CC2)cc1 reads 4	3	6	3	3	0.0	-2	1	.	28
Cc1ccc(C(=O)N2CCCCCC2)cc1S(=O)(=O)Nc1ccccc1 reads 2	-2	-6	5	-1	1.3	-2	.	-11	-12
O=C(CN1CCC(NC(=O)C2CC2)CC1)Nc1cccc(F)c1 reads 1	14	6	9	-5	-0.2	-2	-4	0	10

(next part)
17) CN(C)C(CNC(=O)C1CCN(S(=O)(=O)c2cccc(C(F)(F)F)c2)CC1)c1ccccc1 (centres undefined)
18) CN(C)S(=O)(=O)c1ccc(NC(=O)CCNC(=O)c2ccco2)cc1
19) O=C(N/C(=C/c1cccc(Br)c1)C(=O)N1CCOCC1)c1ccco1
20) COc1ccc(C(=O)CSc2nnc3ccccn23)cc1OC
21) c1ccc2c(c1)CC1(CCCCC1)n1nnnc1-2
22) CC(C)NCC(O)COc1c(F)cc(Br)cc1F (centres undefined)
23) Cc1c(Cl)cccc1NC(=O)CNC(=O)c1ccc2c(c1)OCCO2
24) CCC1Sc2ccc(S(=O)(=O)N3CCN(c4ccccc4)CC3)cc2NC1=O (centres undefined)
Screen / compound no.	17	18	19	20	21	22	23	24
SARS 3CLpro inh	0	-1	.	1	-9	-2	.	3
CCHF vOTU inh	11	15	-9	-9	-8	8	1	1
BoNT-F LC inh	4	-1	-1	-4	-4	-9	3	-2
MazEF act	5	0	4	-3	-8	6	12	-3
PrPC TRFRET	-5	0	-6	6	8	-1	-4	-7
BoNT A protease	-1.4	-2.2	-0.4	0.3	-1.1	0.0	-0.4	0.2
Anthrax LF prot	-3	3	-3	-1	-3	2	-1	-2
Rv3671c protease	-9	-5	.	12	1	-3	-2	-2
SSB-PriA inh	-9	-11	.	3	0	-10	-12	3
DUSP3 inh	12	2	.	12	3	14	.	14

Reprinted from the part before: two entries, followed by the next part.
23) Cc1c(Cl)cccc1NC(=O)CNC(=O)c1ccc2c(c1)OCCO2
24) CCC1Sc2ccc(S(=O)(=O)N3CCN(c4ccccc4)CC3)cc2NC1=O (centres undefined)
25) CCN(CC)C(=O)[C@H]1CC(CC(=O)NCCCN(C)C)C(=O)N2CCc3c([nH]c4ccc(OC)cc34)[C@]12C (some centres undefined)
26) COc1ccccc1-c1c(C(F)(F)F)oc2c(CN(C)C)c(O)ccc2c1=O
27) Cc1cc(NC(=O)C(C)Sc2nnc(NCc3ccco3)s2)no1 (centres undefined)
28) CCOC(=O)N1CCC(NC(=O)c2cc(C)c3c(C)nn(-c4ccccc4)c3n2)CC1
Screen / compound no.	23	24	25	26	27	28
SARS 3CLpro inh	.	3	.	-1	.	5
CCHF vOTU inh	1	1	6	-3	-2	6
BoNT-F LC inh	3	-2	-4	?	3	7
MazEF act	12	-3	9	9	1	4
PrPC TRFRET	-4	-7	-4	2	9	5
BoNT A protease	-0.4	0.2	-0.3	1.1	-0.1	3.7
Anthrax LF prot	-1	-2	-5	2	3	-8
Rv3671c protease	-2	-2	.	-11	9	6
SSB-PriA inh	-12	3	7	-18	-5	-11
DUSP3 inh	.	14	.	6	.	19
